E coli WT exp: growth inhibitors of wild-type E. coli, primary screen, strain BW25113, expanded library, OD600; 98,000 compounds, 0.15% hits; AID 710, 2007; growth inhibition, % at 100 µM; OD600 absorbance;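 active = growth inhibition above about 50% at one test dose, limit read from the data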;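 note: growth measured after 20 h incubation at 37 °C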
PostGolgi yeast: phenotypic screen on post-Golgi transport, primary screen; post-Golgi transport phenotypic cell assay; inhibition, % at 10 µM; 98,000 compounds, 0.9% hits;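 note: yeast cells grown in 1536-well plates; yeast grown about 18 h at 30C before absorbance read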
PTPN22 inh 2: PTPN22 phosphatase inhibitors, primary screen, biochemical, DiFMUP fluorescence, 2 µM; 96,000 compounds, 0.21% hits; inhibition, % at 2 µM; Tyrosine-protein phosphatase non-receptor type 22 (Homo sapiens), Q9Y2R2; recombinant LYP catalytic domain; AID 640, 2007;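 active = inhibition at 2 µM at or above a set limit, the screen mean plus 3 SD, cut at about 24% in these data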;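 note: 0% = DMSO with enzyme and 100% = enzyme fully blocked by orthovanadate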
CYP2C9 activ: human CYP2C9 activators, primary screen, biochemical, luminescence; Cytochrome P450 2C9 (Homo sapiens), P11712; recombinant CYP2C9, luciferin-H conversion; stronger effect = higher value; factor 1 = untreated enzyme, 0 = blocked; activation factor at 5 µM; 96,000 compounds, 1.4% hits;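 active = activation factor of 2 or more for CYP2C9 at a 5 µM dose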;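 note: 0 = sulfaphenazole-blocked wells and 1 = vehicle-only wells; values of inactives mirror those of a sister screen read the other way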
PTPN22 act: LYP phosphatase activators, primary screen, biochemical, DiFMUP fluorescence, 2 µM. activation, % at 2 µM. recombinant LYP; 0 = plate median, 100 = signal doubled. 96,000 compounds, 0.11% hits;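 active = activation at 2 µM above a set limit, the mean plus 5 SD, cut at about 37% in these data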
CYP2C9 inh: blockers of cytochrome P450 2C9 activity – biochemical, luminescence, ADME assay, primary screen; P11712; CYP2C9 Supersomes, luciferin-H conversion; inhibition, % at 5 µM; 96,000 compounds, 20% hits; AID 777, 2007;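 active = blocking of liver enzyme CYP2C9 beyond about 50% at 5 µM, limit read from the data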; note: values of inactives mirror those of a sister screen read the other way
PTK2B oligo ant: antagonists of Pyk2 self-association, primary screen, Q293 cells, FERM NanoBiT luminescence, HTS; stronger effect = lower value; z-score (the deposit names both 25 µM and 10 µM); 99,000 compounds, 0.83% hits; AID 1347419, 2020;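 active = Z-score of -3 or lower, scaled per plate to the spread of control and sample wells; inactive = z-score above -3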;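 note: negative z-score means lost luminescence so less FERM oligomerization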
Target sequence (Q14289 whole entry, looked up): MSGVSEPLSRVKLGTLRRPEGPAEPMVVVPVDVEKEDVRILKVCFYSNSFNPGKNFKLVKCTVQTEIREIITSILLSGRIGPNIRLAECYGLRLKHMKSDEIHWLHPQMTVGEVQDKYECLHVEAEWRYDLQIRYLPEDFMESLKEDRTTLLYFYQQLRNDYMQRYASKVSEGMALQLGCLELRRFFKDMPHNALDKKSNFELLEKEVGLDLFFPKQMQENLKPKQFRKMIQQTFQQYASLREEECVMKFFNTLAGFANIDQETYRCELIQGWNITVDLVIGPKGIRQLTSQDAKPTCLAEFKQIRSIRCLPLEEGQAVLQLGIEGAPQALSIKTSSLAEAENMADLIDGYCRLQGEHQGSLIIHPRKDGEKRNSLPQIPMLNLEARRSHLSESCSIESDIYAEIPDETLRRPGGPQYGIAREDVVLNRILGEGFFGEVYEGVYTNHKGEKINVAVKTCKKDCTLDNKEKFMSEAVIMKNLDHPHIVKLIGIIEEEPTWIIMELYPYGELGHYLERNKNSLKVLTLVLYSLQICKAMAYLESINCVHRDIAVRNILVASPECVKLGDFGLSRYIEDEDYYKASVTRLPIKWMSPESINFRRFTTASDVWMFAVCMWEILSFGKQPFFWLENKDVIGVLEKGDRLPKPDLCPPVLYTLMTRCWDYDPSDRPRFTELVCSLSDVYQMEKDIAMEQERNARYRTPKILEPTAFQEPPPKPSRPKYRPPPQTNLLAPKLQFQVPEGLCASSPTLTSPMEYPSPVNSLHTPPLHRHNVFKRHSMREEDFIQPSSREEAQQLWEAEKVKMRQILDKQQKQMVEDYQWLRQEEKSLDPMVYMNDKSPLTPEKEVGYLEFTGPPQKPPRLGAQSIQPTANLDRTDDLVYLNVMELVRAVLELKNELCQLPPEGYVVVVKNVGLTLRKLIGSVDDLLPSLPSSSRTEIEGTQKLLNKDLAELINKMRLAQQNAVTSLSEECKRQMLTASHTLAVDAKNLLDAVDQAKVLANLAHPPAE
hDAT+cocaine: changed hDAT dopamine uptake under cocaine IC80, either direction, primary screen, cocaine antagonist project, cell-based, LLC-PK1 hDAT, [14C]-dopamine uptake, MLSMR | LLC-PK1 hDAT cells, [14C]-dopamine uptake with cocaine IC80; actives deviate in either direction | B-score at 10 µM | Sodium-dependent dopamine transporter (Homo sapiens), Q01959 | 110,000 compounds, 1.3% hits | AID 449768, 2010;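 active = Z score or B-score, a plate-position-corrected score, falls beyond the plate's 99.7% confidence bounds, in either direction; inactive = both scores lie inside the 99.7% bounds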;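 note: scored against the spread of the other compound wells on the same plate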
PostGolgi ctrl: growth inhibition of yeast control strain, primary screen, counter-screen for post-Golgi transport modulator project; inhibition, % at 10 µM; efflux-deficient yeast background strain, growth absorbance A615, 16 h; 98,000 compounds, 5% hits
Starred values were filed as active, the others as inactive; / = no result given. Cut-off read from the data, not from the text of the source, unless noted: active = inhibition above about 30%; inactive = the rest. Compounds were not picked by outcome. About 24% of those tested had a hit in this group.

The line under a structure holds: E coli WT exp	PostGolgi yeast	PTPN22 inh 2	CYP2C9 activ	PTPN22 act	CYP2C9 inh	PTK2B oligo ant	hDAT+cocaine	PostGolgi ctrl
C=CCOc1cccc(C2c3c(oc4ccccc4c3=O)C(=O)N2c2ccccn2)c1 (centres undefined)
→ -15	-4	6	0.6	-9	38	/	-1	5
Cc1ccc(C(=O)Nn2c(O)c(C=C3N=c4ccccc4=N3)sc2=S)cc1
→ -11	5	-8	0.9	13	14	-1.8	-0.9	-2
Cc1ccc(CCNC(=O)C2CCN(S(=O)(=O)N3CCCC3)CC2)cc1
→ -4	0	16	0.6	-15	37	0.23	1.1	-7
CCC(=O)N(Cc1cc2cc(C)c(C)cc2[nH]c1=O)C1CCCCC1
→ -2	-1	0	0.3	-2	69*	-0.66	2.9	8
Cc1ccc(N(C(=O)Cn2nnc(-c3cccs3)n2)C(C(=O)NC2CCCC2)c2ccncc2)cc1 (centres undefined)
→ -17	7	8	0.5	-5	54*	-0.02	0.019	-8
O=S1(=O)C[C@@H](N2CCOCC2)[C@H](N2CCOCC2)C1
→ -9	-3	-28	/	25	/	-0.13	0.72	4
O=C(Nc1nc2c(s1)CCCC2)c1cccnc1
→ 2	-3	/	0.6	/	37	1.3	0.69	19
COC(=O)c1[nH]c2cccc(OC)c2c1NC(=O)CN(C)CC1OCCO1
→ -8	-16	17	1	-13	2	-0.43	0.4	-8
CCOc1ccccc1Nc1nc(-c2sc(NC(=O)c3ccco3)nc2C)cs1
→ -11	4	-1	0.4	5	59*	/	0.98	10
COCCNC(=O)CSc1ncnc2sccc12
→ 12	-3	-4	1	0	4	0.69	-0.004	9
COC(=O)C(C)Sc1nnc(Cc2cc(=O)[nH]c(=O)[nH]2)n1-c1ccc(OC)cc1 (centres undefined)
→ -2	-6	6	0.9	-7	9	/	-0.51	12
CCN(CC)C(=O)CSc1nnc(-c2cccnc2)n1Cc1ccccc1
→ 6	11	8	1.1	-8	-8	0.06	-0.77	-3
CC(C)Cn1c(N2CCN(C(=O)c3cccs3)CC2)nc2ccccc21
→ 11	10	-4	0.8	2	24	-0.01	1.9	12
CC1CCCC(NC2CCCCNC2=O)C1 (centres undefined)
→ 0	23	-4	1.2	3	-22	0.25	-0.02	-12
O=C(C1CC1(c1ccccc1)c1ccccc1)N1CCOCC1 (centres undefined)
→ 8	3	2	0.9	0	13	0.62	-0.067	-10
O=C1CC(=O)N(CCNc2ncc(C(F)(F)F)cc2Cl)C(=O)N1
→ -2	9	10	0.8	-7	22	0.21	-0.55	21
Cc1ccc(-c2nn(CC(=O)N(C)C)c(=O)c3ccccc23)cc1S(=O)(=O)N(C)C
→ 7	-3	6	0.4	-5	62*	1.2	-0.18	14
COc1ccc(C(=O)NCCSCc2ccco2)cc1OC
→ -3	4	0	1.1	-4	-6	-0.22	-0.92	4
Cc1cccc(CN2CCN(CC(=O)NCCCN3CCN(c4ccc(F)cc4)CC3)C2=O)c1
→ -1	-2	-5	1	6	4	1.7	-0.97	4
COc1cc(OC)cc(C(=O)Nc2ccccc2N2CCOCC2)c1
→ 10	4	3	0.6	-6	41	-0.16	1.7	0
COc1ccc(CC(=O)c2c(O)cc(O)cc2O)cc1OC
→ 6	1	-1	0.1	2	88*	0.65	0.79	12
CCC(=O)Nc1ccc(S(=O)(=O)NCCc2ccccc2)cc1
→ 4	-7	-2	0.6	4	35	0.68	-0.17	1
Cc1ccc(S(=O)(=O)/N=C/c2ccco2)cc1
→ 3	15	1	1.2	-4	-18	0.8	-0.5	-5
CC1CCN(S(=O)(=O)c2ccc3[nH]c(=O)c(=O)[nH]c3c2)CC1
→ 3	-5	0	1	3	-4	-0.55	-0.92	-5
COc1ccccc1Cc1noc(C(C)(C)NC(=O)c2ccccc2)n1
→ -4	22	-12	0.8	9	16	0.52	-0.45	0
O=C(COC(=O)C1CCN(S(=O)(=O)c2cccs2)CC1)c1cc2ccccc2o1
→ 2	4	12	0.8	-8	19	0.69	1	12
CN(C)CCCNCCCNC(=O)/C(=N\O)c1ccccn1
→ -8	2	6	/	-4	/	-0.52	-1.5	1
CC(C)Sc1oc(-c2ccco2)nc1S(=O)(=O)c1ccc(F)cc1
→ 4	3	-7	/	2	/	0.16	0.7	21
Cn1c(SCC(=O)Nc2cccc3ccccc23)nc(O)cc1=O
→ 3	-3	5	0.9	-2	6	0.27	0.91	-6
O=C(Cn1ncc2c1-c1ccccc1OC2)N1CCN(Cc2ccc3c(c2)OCO3)CC1
→ -4	-20	4	0.3	-8	68*	/	0.48	16

The last two records of the section above open the next one.
The line under a structure holds: E coli WT exp	PostGolgi yeast	PTPN22 inh 2	CYP2C9 activ	PTPN22 act	CYP2C9 inh	PTK2B oligo ant	hDAT+cocaine	PostGolgi ctrl
Cn1c(SCC(=O)Nc2cccc3ccccc23)nc(O)cc1=O
→ 3	-3	5	0.9	-2	6	0.27	0.91	-6
O=C(Cn1ncc2c1-c1ccccc1OC2)N1CCN(Cc2ccc3c(c2)OCO3)CC1
→ -4	-20	4	0.3	-8	68*	/	0.48	16
CC(=O)/C=C1\SC(CC(=O)O)C(=O)N1c1ccccc1 (centres undefined)
→ 3	-14	-2	1	0	2	-0.85	-1.7	-6
COc1cccc(C(=O)N2CCSC2=S)c1
→ -7	-13	0	1.3	-3	-26	-1.5	0.16	22
COC(=O)c1ccc(OC(=O)c2ccccn2)cc1
→ -1	-4	/	1.7	/	-71	-0.08	-0.18	-9
Cc1cccc(NC(=O)c2ccccc2NC(=O)C2CCCCC2)c1C
→ 0	19	-3	/	5	/	-0.76	-0.38	23
COc1cc(-c2nnc(SCC(=O)c3ccccc3)o2)cc(OC)c1OC
→ -10	5	-1	0.9	0	11	-0.29	-1.1	-6
Cn1nnc(NC(=O)C(c2ccccc2)c2ccccc2)n1
→ 5	-1	-5	0.2	3	84*	0.84	-0.0099	8
O=C(OCC(=O)N1N=C(c2ccc(Cl)cc2)CC1c1ccco1)c1ccccc1O (centres undefined)
→ -20	-6	0	0.1	1	88*	-0.8	-1	22
Cc1occc1-c1nnc(SCC(=O)Nc2ccc(F)cc2)n1Cc1ccccc1
→ -2	-14	-4	0.3	2	72*	-0.84	-0.064	6
CCCCNC(=O)c1ccc(CS(=O)(=O)c2cccc(C(F)(F)F)c2)o1
→ 0	-2	-6	1.3	4	-30	0.8	-2.1	5
O=C(CCCn1c(=S)[nH]c2cc3c(cc2c1=O)OCO3)N1CCc2ccccc2C1
→ -12	4	-8	0.4	12	57*	-0.85	-0.32	-1
CCC(C(=O)O)N1C(=O)c2ccccc2C1=O (centres undefined)
→ 6	-9	4	1.5	-1	-46	2.1	0.35	0
O=C(CSc1nc2ccccc2s1)N1CCCCC1
→ -1	0	-12	0.8	11	21	1	0.038	22
CCN(CC)S(=O)(=O)c1cc(F)ccc1OC
→ /	/	0	/	0	/	0.11	0.032	/
COc1ccc(OC)c(C(O)c2coc3ccc(O)c(CN(C)C)c23)c1 (centres undefined)
→ 7	-1	-13	0.8	10	20	0.91	-0.043	8
COc1ccc(-c2cc(C(=O)n3cnc4ccccc43)c3ccccc3n2)cc1
→ -10	5	0	0.1	0	92*	0.2	0.69	15
COC(=O)c1ccc2c(c1)N(Cc1ccccc1F)C(=O)c1ccccc1S2=O (centres undefined)
→ -3	-2	/	0.8	/	19	/	0.14	9
CCOC(=O)Cn1c(=O)sc2ccccc21
→ -4	4	-15	1	13	4	0.92	0.044	0
CC(C)N1C(=O)CCC1C(=O)NC1CCCC1 (centres undefined)
→ -3	9	-3	0.8	0	22	0.26	-0.039	-1
Brc1ccc(-c2nnc(-c3ccccc3)c(N3CCSCC3)n2)cc1
→ -9	3	15	0.9	-13	13	-0.9	-0.72	17
O=C(Nc1ccc(F)cc1)c1nsc(Cl)c1Cl
→ /	/	-4	/	3	/	1.1	0.73	/
Cc1ccc(-n2c(Cc3cccs3)nnc2SCC(=O)Nc2ccc(S(N)(=O)=O)cc2)cc1
→ -7	4	1	0.3	-3	74*	-0.91	1.1	6
CCN(CC)S(=O)(=O)c1cccc(-c2nnc(-c3ccc(C)cc3)o2)c1
→ -11	-7	-9	0.8	6	16	-1.1	-0.13	5
O=C(Nc1ccc2c(c1)OCCO2)C1CCN(C(=O)c2ccc(Br)cc2)CC1
→ 10	7	6	0.2	-6	85*	0.47	0.0066	1
O=C(O)COc1ccc2c(c1)OCCO2
→ -7	4	3	1.1	-6	-10	1.3	-0.32	-1
O=C(NCc1ccco1)c1cccc(S(=O)(=O)N2CCCCC2)c1
→ 9	3	-3	/	-2	/	2.6	0.026	-1
Cc1ccccc1NCc1ccc(O)c2ncccc12
→ /	/	7	/	-8	/	-0.92	-0.15	/
COc1ccccc1-n1cnnc1SCC(=O)N1CC(=O)Nc2ccccc21
→ -6	-4	1	0.9	0	5	0.74	1.2	4
O=C(Nc1nnc(COc2ccc(Cl)cc2)s1)C1CCCO1 (centres undefined)
→ -1	1	3	0.9	1	11	1.2	/	7
COc1ccc(CNc2ccc3c(c2)ncn3-c2ccccc2OC)cc1
→ -10	-4	11	0.5	-10	54*	-0.63	1.1	0
COc1ccc2c(c1)c(=O)oc1cc(OCC(=O)N3CCc4ccccc4C3)ccc12
→ -8	-1	16	0.4	-18	61*	1.8	1.8	-2

(continued)
The line under a structure holds: E coli WT exp	PostGolgi yeast	PTPN22 inh 2	CYP2C9 activ	PTPN22 act	CYP2C9 inh	PTK2B oligo ant	hDAT+cocaine	PostGolgi ctrl
O=C(COC(=O)C1CCCN1C(=O)c1cccs1)c1ccccc1 (centres undefined)
→ 0	4	-8	1.1	9	-12	-0.39	0.48	2
COc1cccc(/C=N/NC(=O)CCc2ccccc2)c1
→ 13	19	6	0.9	-3	5	0.17	0.33	2
Cc1ccc(C)n1-c1ccc(N2CCOCC2)c(Br)c1
→ -5	3	-12	0.9	10	6	-0.52	-0.51	4
COc1ccccc1NC(=O)Cc1noc(CSc2cc(C)c3ccccc3n2)n1
→ -14	4	4	0.6	-1	40	-0.15	1.2	18
Cc1ccc(-c2nc(-c3ccccn3)no2)cc1Cl
→ -9	15	2	0.9	-4	11	-1.4	-0.5	9
CCOC(=O)CCc1c(C)c2c(C)nn(-c3ccccc3)c2[nH]c1=O
→ 0	-4	2	/	-5	/	/	-0.0095	5
CC(C)(C)N1CC(c2nc3ccccc3n2Cc2ccccc2)CC1=O (centres undefined)
→ 8	-1	4	0.2	-1	79*	0.19	-0.4	11
NC(N)=N/N=C/c1ccc(OCc2ccccc2Cl)cc1
→ 99*	11	0	1.1	4	-10	0.1	0.53	36*
COC(=O)CNC(=O)C(C)NC(=O)OCc1ccccc1 (centres undefined)
→ 7	0	-5	1.1	1	-7	0.45	-0.32	-9
CCCCOc1ccc(NC(=O)CSc2nnnn2C)cc1
→ 2	-5	-2	1.1	1	-9	-0.3	-0.21	29
Cc1cc(N)n(-c2nc(-c3cccnc3)nc3ccccc23)n1
→ -10	-4	-4	0.6	10	37	-0.17	-1.3	13
O=C(CCCC(=O)OCC1CCCO1)OCC1CCCO1 (centres undefined)
→ 3	-1	-7	0.6	5	38	0.69	-0.062	-1
CCCCC(=O)Nc1nc(C)c(C(C)=O)s1
→ 5	-10	-18	0.7	15	30	/	-0.62	-1
Cc1cc(C(=O)OCC(=O)Nc2ccc(S(=O)(=O)N3CCOCC3)cc2)c(C)o1
→ 5	0	6	0.3	-6	73*	0.47	1.1	0
COc1ccc(/C=C2/N=C(c3cccs3)OC2=O)cc1OC(C)C
→ 2	-5	6	0.3	-8	72*	0.34	-0.7	2
COc1cccc(C(=O)Nc2ccc(-c3nc4ccccc4o3)c(O)c2)c1
→ -6	-1	-4	1.9	0	-91	-0.46	0.67	6
